HepG2 viability – HepG2 cytotoxicity, counter-screen for TGF-b inhibitors; HepG2 CAGA-GFP viability, ATP luminescence, 18 h; Potency, µM (doses to about 46.1 µM), for inactives: at the highest dose activity change, negative = cytotoxicity, actives largely listed as cytotoxic; 0.76% of 410,000 active; further: potency means the concentration at half of the fitted maximal effect; some results filed as inactive show a strong effect at the top dose
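HepG2 CAGA-GFP cells (1000/well, DMEM with 1% FBS) received compound, then TGF-beta at 500 pg/mL final, and were incubated 18 hours at 37 degrees C. Viability was read by CellTiter-Glo luminescence. Media-only wells were set as complete cell-killing and DMSO as no toxicity.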
CCT chaperon mod – changes cytosolic chaperonin activity. purified chaperonin ATPase assay, HTRF ADP detection, 30 min. 0.3% of 360,000 active. activity change, % (concentration not given with the values), hits read low; in the data active means activity change below about -30%; further: on the % scale 0 is the no-effect control and ±100 the full control effect
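We incubate TRiC, 40 or 20 nM final, with library compounds at 76 uM and 10 uM ATP for 30 min at 37 °C. ADP formed is detected with Transcreener HTRF reagents after 30 min at room temperature.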
pAkt inh – Akt phosphorylation inhibition | 0.32% of 360,000 active | activity change, % for hits at 50 µM | Neuro2A IGF-stimulated pAkt S473 HTRF, 20 min; active compounds read low | AID 651550; in the data active means activity change below about -80%; inconclusive means mostly about -51% to -80%; further: on the % scale 0 is the no-effect control and ±100 the full control effect
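Neuro2A cells in DMEM with 0.5% FBS, overnight at 37 deg C, given compound at single 50 µM final, then IGF (6 nM final) for 20 min at 37 deg C. Lysed; phospho-Akt Ser473 by HTRF after 24 h, 665/615 ratio.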
TGFb inhibitor – inhibitors of TGF-b signaling; Potency, µM (doses to about 46.1 µM), for inactives: top-dose activity, negative = inhibition, usual class: inhibitors; 1.2% of 410,000 active; AID 588855; HepG2 CAGA-GFP TGF-b/SMAD3 reporter, GFP fluorescence, 18 h; TGF-beta stimulated, 500 pg/mL final; further: potency means the concentration at half of the fitted maximal effect; on the % scale 0 is the no-effect control and ±100 the full control effect; nearly all actives have a fitted effect of over 65% in size
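HEPG2 CAGA-GFP cells (1000/well, DMEM with 1% FBS) were pre-incubated 2 h at 37 degrees C, given compound by pin tool, then stimulated with TGF-beta at 500 pg/mL final for 18 h before per-cell GFP fluorescence imaging.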
A549 tox – kills or reduces viability of A549 cells in Nrf2 counter-screen; Potency, µM (top dose mostly 46 µM), for the others: top-dose activity change, negative = cytotoxicity, hits mostly inhibitors; 0.16% of 390,000 active; A549 ARE-Fluc cells, CellTiter-Fluor viability, 18-24 h; further: potency means the concentration at half of the fitted maximal effect; on the % scale 0 is the no-effect control and ±100 the full control effect
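A549 ARE_Fluc cells in 5% FBS OPTI-MEM were exposed to compounds in concentration-response for 18-24 h at 37 deg C. Viability was read by CellTiter-Fluor fluorescence (Ex 405/Em 525) after 30 min, before the luciferase read.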
ATXN viability – cell viability loss in ATXN counter-screen | S2 cells (HEK-293 line with an ATXN2-luciferase reporter) viability, CellTiter-Fluor protease fluorescence, 24 h | Potency, µM (top dose mostly 56.7 µM), hits mostly cytotoxic | 0.49% of 400,000 active; further: potency means the concentration at half of the fitted maximal effect; nearly all actives have a fitted effect of over 40% in size
MmCpn inh – blocks the Methanococcus maripaludis chaperonin Mm-Cpn; Potency, µM (highest dose often 76.9 µM), for the others: at the top dose activity, negative = inhibition, most hits filed as inhibitors; AID 504842; 0.031% of 330,000 active; purified Mm-Cpn ATPase, ADP Transcreener TR-FRET; further: potency means the concentration at half of the fitted maximal effect; on the % scale 0 is the no-effect control and ±100 the full control effect; nearly all actives have a fitted effect of over 80% in size
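Inhibition of chaperonin ATP hydrolysis is measured as reduced ADP production, detected by competitive TR-FRET in which signal falls with ADP. Final enzyme 25 nM and ATP 10 uM, reacted 30 min at 37°C.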
Nrf2 inh – Nrf2 pathway inhibition | A549 ARE-Fluc reporter, luciferase luminescence, 18-24 h | Potency, µM (series often up to 46 µM), for inactives: at the top dose activity change, negative = inhibition, usual class: inhibitors | 2.1% of 360,000 active | AID 504444; further: potency means the concentration at half of the fitted maximal effect; on the % scale 0 is the no-effect control and ±100 the full control effect; nearly all actives have a fitted effect of over 60% in size
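Nrf2 function is reported as luminescence of an ARE-controlled luciferase in A549 cells. Compounds were tested at several concentrations, and a CellTiter-Fluor read on the same wells flagged cytotoxicity.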
Nrf2 ARE act – Nrf2 pathway activation | Potency, µM (top dose mostly 46.1 µM), without a hit: top-dose activation, hits mostly activators | AREc32 ARE-luciferase reporter (MCF7-derived line), luminescence, 24 h | AID 624171 | 0.31% of 410,000 active; further: potency means the concentration at half of the fitted maximal effect; % of control where 0% means no effect; nearly all actives have a fitted effect of over 65% in size
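AREc32_Fluc, 1000 cells/well, OPTI-MEM + 5% FBS, o/n 37 deg C 5% CO2; 23 nL cpd by pin tool, 24 hr; Steady-Glo 30 min RT, luminescence.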
* marks the source's active call; other numbers are inactive results; i = inactive; ? = inconclusive; . = no result given; & = joins results of further samples; [ ] = dose if it differs, or a comment. Unless noted, the call rests on the fitted dose curve; in most records, active means well fitted curve in the direction sought with a large enough effect; inconclusive means small, poorly fitted or top-dose-only effect, or another doubt; inactive means no such curve, though single readings can be large; an effect the other way counts as inactive or inconclusive.

Values run as follows: CCT chaperon mod, HepG2 viability, TGFb inhibitor, A549 tox, ATXN viability, pAkt inh, MmCpn inh, Nrf2 inh, Nrf2 ARE act
[1] COc1ccc(CCNC(=O)Cc2nn(C)c(=O)c3ccccc23)cc1OC
→ 3.3, 1%, 23%, 0%, i, i, 2%, ?, -0.3%
[2] CCCc1nn(C)c(C(=O)Nc2ccc3ccccc3c2)c1Cl
→ 0.0, 5%, 4%, 1%, i, i, -1%, ?, 4.8%
[3] Cc1ccc2nc(NC(=O)c3ccc(NS(=O)(=O)c4cccs4)cc3)sc2c1
→ -0.8, -3%, 0%, 6%, i, i, -10%, 22%, 3.1%
[4] Cc1n[nH]c(=O)c2c(NC(=O)CSc3nnc(C4CC4)n3C)oc(C)c12
→ -7.0, 0%, 22%, -1%, i, i, 0%, -17%, 0.1%
[5] COc1ccccc1N(CC(=O)NCc1ccccn1)S(C)(=O)=O
→ -3.8, -4%, 9%, -4%, i, i, -2%, -5%, -0.1%
[6] CC1Cc2cc(S(=O)(=O)N3CCCC(C(=O)N4CCCCC4)C3)ccc2N1C(=O)C1CC1 (stereo not drawn)
→ 0.3, -11%, -20%, 2%, i, i, -1%, -18%, 0.8%
[7] COc1ccc(NC(=O)c2cccc(Oc3ccc([N+](=O)[O-])cc3Cl)c2)cc1
→ 0.7, 3%, ?, ?, i, i, 0%, ?, 0.2%
[8] CC[C@@]12C(=O)N(c3cccc(Cl)c3)C(=O)N1[C@H](c1ccc(Br)cc1)[C@@H]1C(=O)N(C(C)(C)C)C(=O)[C@@H]12
→ -0.8, -3%, -22%, -16%, i, i, -3%, ?, 0.4%
[9] O=C(NNC(=O)c1cccc(Cl)c1)NNC(=O)c1cccc(Cl)c1
→ 2.9, -1%, -3%, 0%, i, i, -2%, ?, 2.7%
[10] O=C(O)C1CC(c2ccccc2F)=NO1 (stereo not drawn)
→ 0.2, -11%, 6%, 7%, i, i, -1%, -8%, 0.2%
[11] Cc1cccc(NC(=O)CSc2ncc(-c3ccccc3)[nH]2)c1C
→ ., -95%, ?, 6%, i, ., ., ?, 8.4%
[12] COc1ccccc1-c1nnc2n1N=C(C(C)(C)C)CS2
→ -0.9, 47%, ?, -13%, i, i, 1%, -8%, 0.1%
[13] Cc1ccc(NC(=O)CSc2nnc(/N=C/N(C)C)s2)cc1
→ -1.8, 8%, 3%, 3%, i, i, 1%, 2%, 0.0%
[14] COc1ccc(CNC(=O)C2(c3ccc(Cl)cc3)CC2)cc1
→ -15, 3%, -1%, 21%, i, i, 1%, ?, 0.1%
[15] Cc1ccc(-c2nnc3ccccc3c2C(=O)Nc2ccc(F)cc2)cc1
→ ., 2%, -27%, -8%, i, ., ., ?, 5.4%
[16] COc1ccc(S(=O)(=O)N(C)c2nc3ccccc3n3c(CC(C)C)nnc23)cc1
→ 0.3, 3%, 3%, 1%, i, i, 2%, ?, 2.6%
[17] c1ccc2c(c1)CC(CN1CCNCC1)O2 (stereo not drawn)
→ 0.6, -1%, 0%, 0%, i, i, 0%, 1%, -0.6%[9.22 µM]
[18] O=C(Nc1ccc2c(c1)CCC2)c1ccc(Br)o1
→ -1.5, -46%, -3%, -6%, i, -114%*, 0%, ?, ?
[19] COc1cc(OC)c2c(-c3cccc(-c4cccc(C)c4)c3)cc(=O)oc2c1
→ -1.9, -24%, ?, 9%, i, i, -1%, -5%, 0.6%
[20] CSc1ncc(C(=O)Nc2ccccc2C(=O)c2ccccc2)c(C(F)(F)F)n1
→ ., -28%, ?, -1%, ?, ., ., 10%, 1.6%
[21] C=CCNc1ncnc2c1ncn2[C@H]1CN(CCc2ccccc2)C[C@@H](CO)O1
→ 0.9, 8%, 15%, ., i, i, ., ., -0.1%[9.22 µM]
[22] COc1ccccc1N1CCN(C(=O)c2nn(-c3ccccc3OC)c(=O)c3ccccc23)CC1
→ 0.7, 1%, 11%, 1%, i, i, 0%, ., 0.1%
[23] OCCNc1ncnc2c1ncn2[C@H]1CN(Cc2ccncc2)C[C@@H](CO)O1
→ -2.4, -3%, 17%, ., i, i, ., ., 0.1%[9.22 µM]
[24] CN1C(=O)CC(N2CCC(c3nc4ccccc4s3)CC2)C1=O (stereo not drawn)
→ -0.1, 3%, -3%, 0%, i, i, -5%, 8%, -0.8%
[25] COc1ccc(CCN(C)C(=O)c2ccc(OCC(=O)N3CCOCC3)c(OC)c2)cc1OC
→ -2.9, -12%, -2%, 3%, i, i, 0%, 4%, -0.7%
[26] CCn1c(SCc2nc3ccccc3s2)nnc1-c1cccs1
→ -0.6, -22%, -13%, 3%, i, i, -2%, ?, 14µM*
[27] COc1cc2cc(C(=O)N3CCN(Cc4ccc5c(c4)OCO5)CC3)[nH]c2cc1OC
→ -1.9, -30%, ?, ?, i, ., 1%, ?, 3.6%
[28] Cn1c(=O)oc2cc(S(=O)(=O)N3CCOCC3)ccc21
→ -6.4, 14%, 0%, -1%, i, i, ., -5%, -0.1%
[29] Cc1c(N=C2NN=C(c3c[nH]c4ccccc34)CS2)c(=O)n(-c2ccccc2)n1C
→ 1.4, -5%, 16%, -10%, i, i, -4%, -16%, 6.6%
[30] C=CCn1c(Sc2nnc(C)s2)nc2c1c(=O)[nH]c(=O)n2C
→ -2.9, -1%, 0%, 4%, ?, -124%*, -4%, -5%, 0.7%

Structures listed above printed as active in pAkt inh:
# | smiles | CCT chaperon mod | TGFb inhibitor | pAkt inh | MmCpn inh | Nrf2 ARE act
18 | O=C(Nc1ccc2c(c1)CCC2)c1ccc(Br)o1 | -1.5 | -3% | -114%* | 0% | ?
30 | C=CCn1c(Sc2nnc(C)s2)nc2c1c(=O)[nH]c(=O)n2C | -2.9 | 0% | -124%* | -4% | 0.7%

Carrying on.
Values run as follows: CCT chaperon mod, HepG2 viability, TGFb inhibitor, A549 tox, ATXN viability, pAkt inh, MmCpn inh, Nrf2 inh, Nrf2 ARE act
[31] O=C(Nc1ccc(Cl)c(Cl)c1)c1ccc(Cn2c(=O)[nH]c3ccsc3c2=O)cc1
→ 0.1, -15%, -11%, 1%, ?, i, 0%, ?, -0.6%
[32] COC(=O)[C@H](CCSC)NC(=O)Nc1ccc(C(C)C)cc1
→ -3.5, 2%, -3%, 1%, i, ., 0%, ., -0.2%
[33] Nc1ccccc1SC1CC(=O)N(c2ccccc2Cl)C1=O (stereo not drawn)
→ -0.9, -32%, 14%, ?, i, i, -7%, -9%, 4.0%
[34] CC(C)CCNC(=O)c1nnc(Cc2ccc(Cl)cc2)o1
→ 0.4, -4%, ?, 10%, i, i, -12%, 19%, 0.5%
[35] CNC(=O)c1cc(S(=O)(=O)NCc2ccncc2)ccc1OC
→ -2.0, -11%, -1%, 5%, i, i, 0%, ?, -0.1%
[36] CC(=O)Nc1ccc(NC(=O)CSc2nnc(NC(=O)C3CC3)s2)cc1
→ -0.5, 2%, -11%, -8%, i, i, 1%, 20%, -0.6%
[37] Cc1ccc(N(C)/N=C/c2ccc(Cl)cc2Cl)nn1
→ -0.9, 0%, 1%, -5%, i, i, 1%, 17%, 0.4%
[38] COc1ccc2c(=O)c3c(=O)n(CCc4ccccc4)c(C)nc3oc2c1
→ -1.7, -10%, 24%, 0%, i, i, ., 7%, 0.0%
[39] Cc1cc(OCC(=O)Nc2ccccc2F)nc(C(C)C)n1
→ 1.4, 4%, 5%, -8%, i, i, 0%, 8%, -1.0%
[40] CCCOc1nc2ccccc2cc1/C=C/C(=O)O
→ 2.5, -13%, 0%, -3%, i, i, -6%, -21%, 2.7%
[41] CC(=O)c1c(C)[nH]c(C(=O)OCC(=O)Nc2cc(S(=O)(=O)N3CCCC3)ccc2Cl)c1C
→ 2.3, -28%, ?, -12%, i, i, 1%, 21µM*, 4.5%
[42] O=C(CN1C(=O)c2ccc([N+](=O)[O-])cc2C1=O)Nc1nnc(C2CC2)s1
→ -1.0, -31%, -13%, -7%, i, i, -1%, -12%, 0.1%
[43] CCOC(=O)C(=NCCOC)NNc1cc(Cl)ccc1Cl
→ -4.3, 5%, -17%, -14%, i, i, -10%, -5%, 5.7%
[44] c1ccc2c(c1)OCC(CNc1ncnc3nc[nH]c13)O2 (stereo not drawn)
→ 0.3, -25%, -17%, -4%, i, i, 0%, -18%, -2.6%
[45] CCN(CC)S(=O)(=O)c1ccc(C(=O)NCC(=O)N/N=C/c2ccccc2OC)cc1
→ -6.1, -41%, 0%, -3%, i, i, -8%, -8%, -0.5%
[46] CC(=Nc1ccc(O)cc1)c1sc2ccccc2c1O
→ -0.2, -24%, 6%, -25%, i, i, -1%, ?, ?
[47] Cn1c(SCC(=O)NCc2ccc3c(c2)OCO3)nnc1-c1cccs1
→ 0.4, 6%, 9%, 0%, i, i, 3%, -24%, -0.2%
[48] COc1ccc(-c2nnc(C)c3nocc23)cc1
→ 0.7, -28%, -12%, -2%, i, i, 0%, 1%, 0.4%
[49] Cc1ccc(S(=O)(=O)N2CCC(C(=O)NCc3ccccc3Cl)CC2)cc1
→ 0.7, -2%&1%, ?, 7%&-1%, i, i, 1%, -17%, 3.7%&-0.6%
[50] COC(=O)c1sc2nc(C)nc(SCC(=O)N3CCC(C(=O)O)CC3)c2c1C
→ -1.7, 1%, -13%, -7%, i, i, 3%, -9%, 0.9%
[51] O=C(N[C@H]1c2ccccc2C[C@H]1O)[C@H]1O[C@@H](n2ccc(=O)[nH]c2=O)[C@H](O)[C@@H]1O
→ -2.9, 6%, -9%, ., i, i, ., ., 0.5%
[52] CCOC(=O)C1CCN(C(=O)COC(=O)c2oc3ccccc3c2C)CC1
→ 1.7, 20%, 6%, -8%, i, i, -4%, 5%, -0.9%
[53] CC(C)(C)NC(=O)Cn1c(SCC(=O)NC2CCCC2)nc2ccccc21
→ 0.8, 18%, 14%, -3%, i, i, 2%, -3%, -0.5%
